# AmpC det inh = blocks E. coli AmpC beta-lactamase in presence of detergent. P00811. purified AmpC, nitrocefin hydrolysis with detergent. Potency, µM (titrated, usually from 28.7 µM), for inactives: at the top dose activity change, negative = inhibition. hit rate 0.09% among 71,000. AID 584; active = well fitted curve in the direction sought with a large enough effect
# Target sequence (P00811 whole entry, looked up): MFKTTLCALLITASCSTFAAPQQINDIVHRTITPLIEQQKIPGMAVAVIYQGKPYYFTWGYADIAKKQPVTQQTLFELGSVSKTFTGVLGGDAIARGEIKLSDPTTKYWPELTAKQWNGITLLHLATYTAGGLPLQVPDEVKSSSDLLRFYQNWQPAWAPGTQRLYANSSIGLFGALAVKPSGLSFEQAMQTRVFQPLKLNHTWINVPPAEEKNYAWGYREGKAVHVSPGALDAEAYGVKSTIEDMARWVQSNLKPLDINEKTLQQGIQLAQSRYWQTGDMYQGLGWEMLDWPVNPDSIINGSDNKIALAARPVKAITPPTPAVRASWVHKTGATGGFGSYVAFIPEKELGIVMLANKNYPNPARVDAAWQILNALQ
#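 E. coli AmpC (5.3 nM) in 20 mM phosphate pH 7.0 with 0.01% Triton X-100, preincubated 15 min RT with compound; nitrocefin (2 uL of 800 uM stock) hydrolysis followed by 480 nm absorbance every 20 s over 4 min.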
# The depositor's hits bear a star; & = joins results of further samples; [ ] = another dose, or the depositor's remark. % is scaled to controls: 0 for no effect and ±100 for the full control effect; potency is read from the fitted curve at half-maximal effect. This is a subset; the hit share may differ from the screen's.
# Sample of the layout (two entries):
Structure	AmpC det inh
Cc1ccc(S(=O)(=O)Cn2nnnc2C(C(C)C)N2CCSCC2)cc1 (stereo unspecified)	0.2%
Cc1cc(Br)ccc1OCC(=O)N(Cc1nc(-c2ccccc2)no1)C(C)C	3.1%

# All compounds of this part, repeating the preview:
Structure	AmpC det inh
Cc1ccc(S(=O)(=O)Cn2nnnc2C(C(C)C)N2CCSCC2)cc1 (stereo unspecified)	0.2%
Cc1cc(Br)ccc1OCC(=O)N(Cc1nc(-c2ccccc2)no1)C(C)C	3.1%
COc1ccc(-n2c(Cc3cccn3C)nnc2SCC(=O)Nc2cccc(NC(C)=O)c2)cc1	-1.4%
COC(=O)c1cccc(NC(=O)C2COc3ccccc3O2)c1 (stereo unspecified)	-1.6%
CN1CCCC(OC(=O)c2cc(Cl)ccc2Cl)C1 (stereo unspecified)	-4.3%
COc1ccc(NC(=O)C2CCCN(C(=O)NC3CCCCC3)C2)cc1OC (stereo unspecified)	-1.8%
CCN(CC)S(=O)(=O)c1cccc(C(=O)N2CC(O)CC2C(=O)O)c1 (stereo unspecified)	-1.3%
COc1cc(OC)cc(C(=O)N2CCN(Cc3cccc(F)c3)CC2)c1	0.3%
CC(=O)Nc1cccc(NC(=O)C2CC(=O)N(c3ccc(C)cc3)C2)c1 (stereo unspecified)	-3.8%
COc1ccc(C(c2nnnn2Cc2cccs2)N2CCC(C(N)=O)CC2)c(OC)c1 (stereo unspecified)	-2.3%
COc1ccccc1N1CCN(S(=O)(=O)c2ccc(F)cc2)CC1	1.1%
Cc1ccc(C2CC(c3cccc(Br)c3)Nc3nnnn32)cc1 (stereo unspecified)	-3.4%
Cn1c(CNc2nc(-c3ccccc3)cs2)nnc1SCC(=O)c1ccccc1	-0.3%
CC1CCCC(C)N1C(=O)CSc1nnc(NC(=O)c2cccs2)s1 (stereo unspecified)	-0.1%
COc1ccc(C(=S)N2CCCC2)cc1C	-1.1%
Cc1ccc2cccc(S(=O)(=O)NC3CCS(=O)(=O)C3)c2n1 (stereo unspecified)	-2.0%
CC(C)C[C@@H](CC(=O)N[C@@H](CCC(=O)O)CC(=O)O)NC(=O)[C@@H]1CCCC[C@H]1NC(=O)C[C@H](CCCN)NC(=O)C[C@H](CO)NC(=O)[C@@H]1CCCC[C@H]1N	30.2%
Oc1oc(-c2ccco2)nc1C=Nc1ccccc1	11.1%
COc1ccc(C(=O)Nc2cccc(C)c2)cc1	-0.6%
CCOc1cc(-c2nc(-c3ccc(C)nc3OC)no2)cc(OCC)c1OCC	-1.5%
CC(=O)Oc1ccc(C(=O)Nc2nnc(C)s2)cc1	-2.7%
CCc1ccc2[nH]c(=O)c(CN(Cc3ccccc3)Cc3nnnn3Cc3ccco3)cc2c1	-8.8%
CC(C)(C)NC(=O)NC(=O)COC(=O)COc1ccc2c(c1)CCC2	-4.6%
Cn1c(CN2CCOCC2)nnc1SCC(=O)NCCc1ccccc1	-1.4%
COc1ccc(OC)c(NC(=O)C2C3C=CC(C3)C2C(=O)NCc2ccccn2)c1 (stereo unspecified)	0.8%

# 3 compounds from above, ordered by molar mass, descending:
Structure	AmpC det inh
CCOc1cc(-c2nc(-c3ccc(C)nc3OC)no2)cc(OCC)c1OCC	-1.5%
CC1CCCC(C)N1C(=O)CSc1nnc(NC(=O)c2cccs2)s1 (stereo unspecified)	-0.1%
Cc1ccc(C2CC(c3cccc(Br)c3)Nc3nnnn32)cc1 (stereo unspecified)	-3.4%

# Rewritten as labelled records: part of the list above.
Cc1ccc(C2CC(c3cccc(Br)c3)Nc3nnnn32)cc1 (stereo unspecified)
  AmpC det inh: -3.4%

CC(C)(C)NC(=O)NC(=O)COC(=O)COc1ccc2c(c1)CCC2
  AmpC det inh: -4.6%

# Next section
Structure	AmpC det inh
CS(=O)(=O)Nc1ccccc1C(=O)NCc1ccco1	-1.9%
CCOc1ccc2cc(S(=O)(=O)n3ccnc3C)ccc2c1	-3.6%
COc1ccc(S(=O)(=O)N2CCCC(C(=O)O)C2)cc1Cl (stereo unspecified)	-5.1%
Cc1ccc(C)c2[nH]c(=O)c(CCNC(=O)c3ccc(Br)o3)cc12	-1.7%
COc1ccccc1-c1nn2c(C3COc4ccccc4O3)nnc2s1 (stereo unspecified)	-1.7%
COc1ccc(C(=O)Oc2ccc(/C=N/O)cc2)cc1	1.2%
O=C1c2ccccc2C(=O)c2c(Nc3cc4c5c(ccc6c7ccc8c9c(cc(Nc%10cccc%11c%10C(=O)c%10ccccc%10C%11=O)c(c3c56)c97)-c3ccccc3C8=O)C(=O)c3ccccc3-4)cccc21	-4.9%[5.75 µM]
Cc1cc(NC(=O)C(C)C)ncc1NC(=O)c1cccc(F)c1	8.7%
Cc1nc(N2CCc3ccccc32)[nH]c(=O)c1CCC(C)C	-4.7%
COc1ccc(N2CCN(Cc3cc(=O)oc4cc(C)c(Cl)cc34)CC2)cc1	-6.7%
COc1ccc(OC)c(C2N(c3cc(C)on3)C(=O)C3CCCN32)c1 (stereo unspecified)	-2.3%
O=C(Nc1nc2ccccc2[nH]1)c1ccccc1F	-6.8%
Cc1ccc(-c2csc3nnc(SCC(=O)NCc4ccco4)n23)cc1	-5.9%
Cc1nc2ccccc2n1CC(=O)NCCN1CCCC1	-0.4%
CN(C)c1ccc(-c2nn3c(-c4ccncc4)nnc3s2)cc1	-1.0%
CCc1ccc(Cn2nnc(C(=O)Nc3cccc(C)c3)c2N)cc1	9.7%
COc1ccc(C(=O)COC(=O)CN2C(=O)C3C4C=CC(C4)C3C2=O)cc1 (stereo unspecified)	-0.3%
CCOC(=O)c1oc2c(CN3CCN(C)CC3)c(O)ccc2c(=O)c1-c1ccccc1OC	7.7%
CCOC(=O)NC(c1ccccc1)C1CCCCC1=O (stereo unspecified)	-4.0%
O=c1c2c3c(sc2nc2sc(CN4CCOCC4)cn12)CCCC3	-0.2%
Cc1nc2ncnn2c(C)c1CCC(=O)NCc1ccco1	-4.2%
N=C1C(c2nc(-c3ccc(Cl)cc3)cs2)=C(O)CN1CCCN1CCOCC1	-0.2%
CCN(CC)CCOC(=O)C12CC3CC(CC(C3)C1)C2	12.0%
COc1ccc(Nc2cc(=O)n(C3CCCCC3)c(=O)[nH]2)c(OC)c1	1.3%
Cc1ccc(S(=O)(=O)N2C(=O)CCC2C(=O)NCc2ccco2)cc1 (stereo unspecified)	-7.6%

# Carrying on:
Structure	AmpC det inh
COc1ccc2[nH]c(=O)c(-c3noc(-c4ccc(F)cc4)n3)cc2c1	-0.7%
O=C(CCCc1c[nH]c2ccccc12)N1CCOCC1	-3.9%
CN(C)C(=O)c1ccc(-c2ccc3ncnc(NC4CC4)c3c2)cc1	-5.4%
O=C(C1CC(c2ccc(Cl)c(Cl)c2)=NO1)N1CCC2(CC1)OCCO2 (stereo unspecified)	10.9%
CC(C)(C)[Si](OCC[C@@H]1C[C@@]1(C)[C@@H](NP(=O)(c1ccccc1)c1ccccc1)c1ccccc1)(c1ccccc1)c1ccccc1	12.7%
CCn1c(SCC(=O)NCc2ccco2)nnc1-c1cccs1	-5.3%
Cc1ccccc1C(=O)Nc1ccc(Cl)cn1	4.2%
Cc1ccc(-c2nnn(CCC(=O)Nc3ccc4c(c3)OCO4)n2)cc1	0.6%
O=C(c1csnn1)N1CCC[C@@]2(CCN(c3ccncc3)C2)C1	2.8%
CC(=O)Oc1cccc(N2C(=O)C3C4C=CC(C4=C(C)C)C3C2=O)c1 (stereo unspecified)	7.0%
CCN(CC)S(=O)(=O)c1ccc(Oc2cccc(C(C)=O)c2)nc1	-2.3%
Nc1c(C(=O)OC2CCCCC2)c2nc3ccccc3nc2n1CC1CCCO1 (stereo unspecified)	13.0%
CCn1c2ccccc2c2nnc(SCC(=O)NCCOC)nc21	0.1%
COc1ccccc1C(=O)NC(CCSC)C(=O)NCC(c1ccco1)N(C)C (stereo unspecified)	-0.6%
CCn1c(=O)cc(OCC(=O)Nc2ccc(C)cn2)c2ccccc21	-0.4%
CCOc1cc2[nH]c(=O)n(Cc3ccc(C(=O)NCCOC)cc3)c(=O)c2cc1OCC	5.0%
COc1cc(OC)cc(-c2nc(-c3cc4cc(C)ccc4nc3OC)no2)c1	0.1%
O=C(C1CCCN(S(=O)(=O)c2cccc3cccnc23)C1)N1CCc2ccccc21 (stereo unspecified)	5.3%
Cc1ccc2c(n1)sc1c(N)ncnc12	-2.3%
CC(=O)c1c(C)[nH]c(C(=O)CSc2nc3ccccc3c(=O)n2CCCN2CCOCC2)c1C	6.3%
S=c1c2[nH]cnc2ncn1CCSc1ncnc2nc[nH]c12	-2.7%[5.75 µM]
COc1ccc(C2CC(c3ccc(Cl)cc3Cl)Nc3nc(N)nn32)cc1OC (stereo unspecified)	10.0%
O=c1cnc2ccccc2n1CC1CCCCC1	-2.1%
NC[C@@H]1O[C@H](c2ccccc2)Cc2c1ccc(O)c2O	1.0%
O=C(O)c1ccc2c(c1)C(=O)N(c1ccc(Cl)cn1)C2=O	6.5%

# The results go on.
SMILES,AmpC det inh
COc1cc(C)nc(Oc2ccc(/C=N/O)cc2)n1,5.8%
CCSC1(SCC)N=C(N)C2(C#N)C(c3ccc(OC)c(OC)c3OC)C12C#N (stereo unspecified),-3.8%
O=C(c1cc2ccccc2c(=O)o1)N1CCc2ccccc2C1,-2.0%
CCOc1ccccc1NC(=O)C1CCN(S(=O)(=O)c2ccc(OC)c(OC)c2)CC1,-0.8%
O=C(CSc1nc2c(c(=O)n1-c1ccc(Cl)cc1)SCC2)N1CCOCC1,12.9%
COc1ccc(C2NC(C(=O)O)CS2)cc1COCC(F)(F)F (stereo unspecified),1.9%
CC1(C)CC(=O)C=C(Nc2ccc(F)cc2)C1,-14.2%
Cc1cccc(N2CCN(C(=O)COc3cc(=O)n(C)c4ccccc34)CC2)c1C,-5.9%
COc1ccc2nc3c(cc2c1)Cc1ccccc1-3,22.0%
CN(C)C=NCCn1c(N2CCOCC2)nc2c1c(=O)n(C)c(=O)n2C,-4.2%

# Other records
SMILES,AmpC det inh
COc1ccccc1C(=O)Nc1ccc2c(c1)nc1n2CCSC1,-1.0%
O=C1c2ccccc2S(=O)(=O)N1Cc1cccc(S(=O)(=O)N2CCOCC2)c1,-3.7%
CN1CCN(C(=O)C2CC(=O)N(c3ccc(F)c(Cl)c3)C2)CC1 (stereo unspecified),3.6%
C/C(=N/Nc1nc(C)cc(=O)[nH]1)C(=O)O,-6.9%[5.75 µM]
CN(CCC#N)C(=O)c1ccc(CNS(=O)(=O)c2ccc(F)cc2)cc1,-3.7%
COc1ccc(-c2nc3cnc(N(C)C)nc3n(C3CC3)c2=O)cc1,-2.9%
COc1ccc(C2c3c(oc4ccccc4c3=O)C(=O)N2CCCN2CCOCC2)cc1 (stereo unspecified),13.4%
CCC(C)NC(=O)c1ccc(CS(=O)(=O)c2ccc(OC)cc2)o1 (stereo unspecified),12.0%
O=C(CSc1ccc2nnc(-c3ccncc3)n2n1)NCc1ccco1,9.4%
CS(=O)(=O)N(CCc1ccccc1)CC(=O)NCC1CCCO1 (stereo unspecified),-0.7%

# New compounds follow
SMILES,AmpC det inh
COc1ccccc1C1C(C(=O)c2cc3ccccc3o2)=C(O)C(=O)N1CCN1CCOCC1 (stereo unspecified),-3.9%
COc1ccc(CNC(=O)Nc2ccc(C)cc2)cc1,-0.9%
Cn1c(SCC(=O)Nc2cc(=O)n(C)c(=O)n2C)nnc1C12CC3CC(CC(C3)C1)C2,8.0%
COc1cc(OC)cc(C(C(=O)NCc2ccccc2)N(Cc2ccco2)C(=O)c2ccno2)c1 (stereo unspecified),2.7%
COC(=O)/C=C\C(=O)N[C@@H]1CC[C@@]2(O)[C@H]3Cc4ccc(O)c5c4[C@@]2(CCN3CC2CC2)[C@@H]1O5,-2.9%
CNc1nc(-c2ccccc2C)nc2ccccc12,4.8%
Clc1ccc(CO[C@@H](Cn2ccnc2)c2ccc(Cl)cc2Cl)cc1,-6.9%[12.8 µM]
Cc1cc(C)n2cc(CSc3nnnn3-c3ccccc3)nc2n1,-0.4%
Cc1occc1-c1nnc(SCc2nnc(-c3ccc(Cl)cc3)o2)n1C,-1.8%
CCn1c(SCC(=O)c2cccs2)nnc1-c1cccs1,-1.5%

# Going on with the list.
SMILES,AmpC det inh
Cc1c(Br)cc(C(=O)O)c(C)c1C,-1.4%
CC1CCc2nn(CC(=O)NCCCN3CCCC3=O)cc2C1 (stereo unspecified),3.4%
O=C(Nc1cccc(F)c1)N1CCC2(CC1)CCN(C(=O)c1csnn1)CC2,-3.0%
Cc1cc(-c2cccs2)c2c(n1)sc1c(=O)[nH]c(=O)[nH]c12,-4.6%
N#Cc1c2n(c(=S)n(-c3ccccn3)c1=O)CCCCC2,18.8%
CCSc1nnc(NC(=O)C(Cc2ccccc2)n2cccc2)s1 (stereo unspecified),10.4%
C/C(=N\[N+](C)(C)C)c1ccc(C)c(C)c1,-1.5%[5.75 µM]
Cc1cn(C(=O)CN2C(=O)c3ccccc3C2=O)c(C)n1,-3.2%
CCOc1ccc(N(CC(=O)Nc2cccc(Cl)c2)S(=O)(=O)c2c(C)noc2C)cc1,6.8%
Cc1ccccc1Nc1nnc(SCC(=O)NCc2ccco2)s1,-1.4%

# The results go on.
SMILES,AmpC det inh
COc1ccc(-n2c(=O)c(-c3cc(F)cc(F)c3)nc3cnc(N4CCNCC4)nc32)cc1,0.5%
CC(=O)C(Sc1nc(-c2ccc(F)cc2)nc2c1c(=O)n(C)c(=O)n2C)C(C)=O,12.3%
Cn1c(CCNC(=O)c2ccco2)nc2cc(NC(=O)NC3CCCCC3)ccc21,16.8%
COCCOC(=O)c1c(C)oc2ccc(NS(=O)(=O)c3ccccc3)cc12,-1.8%
Cn1cc(C(=O)OCC2CCN(CCNS(C)(=O)=O)CC2)c2ccccc21,-4.6%&-1.8%
CCN(CC)C(=O)CSc1nnc(-c2cnccn2)n1-c1ccccc1,0.8%
CN(C)CCCCN1CCc2c(n(C)c3ccccc23)C1=O,-3.4%[5.75 µM]
CCOC(=O)CNS(=O)(=O)c1ccc(S(=O)(=O)N2CCCC2)cc1,-2.5%
CCc1nc(-c2ccccc2O)n(-c2ccccc2)n1,-3.2%

# Screening data (PubChem BioAssay)
